MITF primary: inhibitors of human MITF. O75030. AlphaScreen MITF homodimerization, bead proximity signal. inhibition, % at 2.6 µM. actives 0.91% (n = 650,000). AID 1259374; in the data active means inhibition above about 50%;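 further: 0% = vehicle wells with protein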
Target sequence (O75030 whole entry, looked up): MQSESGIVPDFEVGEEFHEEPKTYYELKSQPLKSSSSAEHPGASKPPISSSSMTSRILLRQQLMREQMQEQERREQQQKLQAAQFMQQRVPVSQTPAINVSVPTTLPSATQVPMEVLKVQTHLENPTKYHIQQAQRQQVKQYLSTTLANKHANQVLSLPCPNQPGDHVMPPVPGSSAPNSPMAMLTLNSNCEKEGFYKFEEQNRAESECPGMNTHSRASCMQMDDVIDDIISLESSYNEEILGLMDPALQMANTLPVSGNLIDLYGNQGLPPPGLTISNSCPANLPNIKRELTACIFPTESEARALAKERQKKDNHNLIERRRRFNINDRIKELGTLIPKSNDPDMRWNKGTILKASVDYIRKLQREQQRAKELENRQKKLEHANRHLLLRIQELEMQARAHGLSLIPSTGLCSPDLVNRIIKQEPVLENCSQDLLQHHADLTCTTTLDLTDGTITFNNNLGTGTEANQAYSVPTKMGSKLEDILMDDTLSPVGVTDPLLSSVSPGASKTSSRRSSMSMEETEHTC
GPR151 ag: activators of human GPR151 | Q8TDV0 | PathHunter beta-arrestin GPR151 cells, luminescence | activation, % at 11.2 µM | actives 1% (n = 650,000) | AID 1508602; in the data active means activation above about 4.9%;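 further: 0% = median of compound wells and 100% = cells with positive control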
Target sequence (Q8TDV0 whole entry, looked up): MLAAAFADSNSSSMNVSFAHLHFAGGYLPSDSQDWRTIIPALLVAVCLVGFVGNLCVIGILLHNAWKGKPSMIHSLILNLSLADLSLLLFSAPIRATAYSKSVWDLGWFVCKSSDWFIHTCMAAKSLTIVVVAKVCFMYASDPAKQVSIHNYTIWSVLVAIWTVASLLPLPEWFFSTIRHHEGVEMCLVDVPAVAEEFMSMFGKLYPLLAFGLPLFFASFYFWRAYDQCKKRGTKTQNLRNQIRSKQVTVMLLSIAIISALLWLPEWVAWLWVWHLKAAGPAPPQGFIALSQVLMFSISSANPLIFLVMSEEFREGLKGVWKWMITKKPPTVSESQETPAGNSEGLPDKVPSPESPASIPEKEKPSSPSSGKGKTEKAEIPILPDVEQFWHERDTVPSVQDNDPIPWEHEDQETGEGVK
TEAD-YAP block: TEAD-YAP interaction inhibition | AID 1259422 | actives 1.4% (n = 640,000) | HEK-TIYL cells, TEAD-Gal4/YAP UAS-luciferase luminescence | inhibition, % at 9.12 µM; in the data active means inhibition above about 32%;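 further: 0% = median of test compound wells and 100% = reference inhibitor wells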
FBW7 activator: human FBW7 E3 ligase activation, primary screen; Q969H0; AlphaScreen FBW7–phospho-cyclin E peptide binding, activator screen; normalized activity (activation), % at 26.1 µM; actives 0.13% (n = 650,000); AID 1259310; in the data active means normalized activity above about 1.9%;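 further: purified mutant Fbw7 with reduced substrate affinity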
An asterisk follows results filed as active; x = no result given.

SMILES	MITF primary	GPR151 ag	TEAD-YAP block	FBW7 activator
COc1ccc(C(=O)c2cc3c(cc2N)OCCO3)cc1	16.1	3.3	7.6	0.3
COc1ccc(Cn2nnc(-c3ccccc3)n2)cc1	-7.3	0.0	-34.0	0.1
CCN(/C=N/S(=O)(=O)c1ccc(Cl)cc1)CC	-1.4	-0.5	0.9	0.0
O=C(OCc1nnc(-c2ccc(Cl)cc2)o1)c1cc([N+](=O)[O-])ccc1NCCO	6.4	-0.1	1.8	0.1
CCCCC[C@@](C)(O)/C=C/[C@@H]1C(C/C=C\CCCC(=O)O)[C@@H](O)C[C@H]1O (some centres undefined)	10.2	7.1*	x	x
CC(=O)Nc1nonc1-c1nc2ccccc2n1Cc1cccc(Br)c1	4.7	0.4	9.6	0.0
O=C1c2ccc([N+](=O)[O-])cc2C(=O)N1CCOC(=O)C12CC3CC(CC(C3)C1)C2	14.8	0.2	3.4	-0.2
O=C(CNc1cccc(Cl)c1)N/N=C/c1ccccc1F	11.9	-1.5	-0.8	0.2
COc1ccc(/C(C)=N/NC(=O)CNc2cccc(Cl)c2)c(OC)c1	11.5	0.7	8.3	0.0
c1csc(-c2nn3c(Cn4nnc5ccccc54)nnc3s2)c1	5.8	-1.0	-1.8	-0.1
O=c1c(=Nc2ccccc2O)c(=O)c2ccccc12	19.2	-0.2	-25.4	-0.1
Cc1ccc(-c2nc3cc(NC(=O)c4cccnc4)ccc3o2)cc1Cl	7.8	1.7	-4.6	-0.1
O=c1[nH]c(CNCCO)nc2scc(-c3ccccc3)c12	-2.5	0.0	7.0	-0.5
COc1cc2c(cc1OC)[C@H]1[C@@H](C)c3ccc(OC)c(OC)c3CN1CC2	-16.1	0.1	9.7	-0.1
CCCNC(=O)C(=O)NCc1ccc(F)cc1	2.1	1.8	1.4	0.0

Already shown: an excerpt of the list.
SMILES	MITF primary	GPR151 ag	TEAD-YAP block	FBW7 activator
CC(=O)Nc1nonc1-c1nc2ccccc2n1Cc1cccc(Br)c1	4.7	0.4	9.6	0.0
O=C1c2ccc([N+](=O)[O-])cc2C(=O)N1CCOC(=O)C12CC3CC(CC(C3)C1)C2	14.8	0.2	3.4	-0.2
O=C(CNc1cccc(Cl)c1)N/N=C/c1ccccc1F	11.9	-1.5	-0.8	0.2
COc1ccc(/C(C)=N/NC(=O)CNc2cccc(Cl)c2)c(OC)c1	11.5	0.7	8.3	0.0
c1csc(-c2nn3c(Cn4nnc5ccccc54)nnc3s2)c1	5.8	-1.0	-1.8	-0.1
O=c1c(=Nc2ccccc2O)c(=O)c2ccccc12	19.2	-0.2	-25.4	-0.1
Cc1ccc(-c2nc3cc(NC(=O)c4cccnc4)ccc3o2)cc1Cl	7.8	1.7	-4.6	-0.1

Next section:
SMILES	MITF primary	GPR151 ag	TEAD-YAP block	FBW7 activator
Cc1ccc(C)c(N=Cc2ccc(O)c(O)c2)c1	-31.6	-1.3	-3.2	-0.3
N#Cc1c(N)nc(SCC(N)=O)c(C#N)c1-c1ccccc1Cl	84.9*	2.3	-11.7	0.2
CCOCCCNC(=O)c1ccc2c(c1)N(CC)C(=O)c1ccccc1S2=O (centres undefined)	13.2	-0.3	12.1	-0.1
CN(C)S(=O)(=O)c1ccc(C(=O)OCCN2C(=O)c3cccc4c(N5CCOCC5)ccc(c34)C2=O)cc1	23.1	-0.6	1.7	1.0
O=C(NCc1ccco1)c1cccc(C(=O)NCc2ccco2)c1	44.9	-0.9	-23.1	0.1
COc1nc(NC2CC2)nc(-c2csc3ccccc23)n1	36.6	-1.0	-42.9	-0.2
COc1ccc(N=Cc2ccc(SC)cc2)cc1N	12.8	1.1	-6.7	-0.3
O=c1cc(CO)oc(CN2CCCC2)c1O	21.4	1.6	-6.6	0.3
N#C/C(=C\c1ccc2c(c1)OCO2)C(=O)OCCN1CCCC1=O	8.0	1.6	8.9	-0.1
O=C(c1nc2sccn2c1CN1CCN(c2cnccn2)CC1)N1CCCCCCC1	-5.2	-0.6	-10.5	-0.1
Cc1cc(Nc2ccc(F)cc2C)n2ncnc2n1	-4.9	0.4	-7.3	-0.1
CC(CC(=O)N1CCCCCC1)S(=O)(=O)c1ccc2c(c1)OCC(=O)N2 (centres undefined)	4.9	-1.1	-2.8	0.5
COc1ccccc1CN[C@H]1C[C@H]2C(=O)N[C@@H](C(C)C)C(=O)N2C1	-12.9	1.3	-6.3	0.1
O=C(NC1(C(F)(F)F)N=C2SCCN2C1=O)c1ccc(F)cc1 (centres undefined)	15.4	3.1	10.5	0.1
COc1ccc(OC)c(C2NC(=O)NC(C)=C2C(=O)OCCSC)c1 (centres undefined)	0.8	1.5	19.6	0.0
Cc1noc(C)c1S(=O)(=O)Nc1nccnc1N1CCN(C(=O)C2CCCCC2)CC1	-9.6	-0.8	-0.4	-0.3
COc1ccc(Cn2nnnc2CN2CCCC3(CCCCC3)C2)cc1	-13.8	0.5	-6.9	0.0
Cc1ccc(C(=O)N/N=C/c2ccccc2)cc1	8.0	-0.5	-28.9	0.0
CCN1C(=O)C[n+]2ccccc2C1C(=O)Nc1c(C)cccc1C (centres undefined)	8.8	1.9	-0.4	0.8
N=C1S/C(=C\c2cn[nH]c2-c2ccc(F)cc2)C(=O)N1c1ccc(Br)cc1	4.7	0.2	-8.5	0.1
Cn1ccnc1SCC(=O)Nc1ccc(Cl)cc1	1.0	-0.3	-33.3	0.0
O=C(CC(NCc1ccco1)C(=O)O)Nc1ccc(Cl)cc1 (centres undefined)	-8.1	0.5	-0.8	-0.1
CC(=O)Oc1cccc(/C=C2\N=C(c3ccc4c(c3)OCO4)OC2=O)c1	9.8	-1.9	0.1	-0.1
O=C1OC2(CCCCC2)OC(=O)C1=Cc1ccc(Cl)cc1	17.4	-1.1	3.4	0.0
CC(NC(=O)Nc1ccccc1)C(c1cccs1)N1CCCC1 (centres undefined)	1.0	0.3	2.4	0.0
CCOCCCNC(=O)CN1C(=O)NC(Cc2c[nH]c3ccccc23)C1=O (centres undefined)	8.6	0.9	2.0	-0.1
Cc1ccc(OCCn2cc(/C=C3/C(=N)N4N=C(C(C)C)SC4=NC3=O)c3ccccc32)cc1	2.5	0.1	-5.1	-0.1
COc1ccccc1CCc1nnc(CCC(=O)N(C)CCN2CCCCC2)o1	4.5	-0.1	1.3	0.0
COc1cc(NC(=O)c2cc(N3CCc4ccccc4C3)nc3ccccc23)cc(OC)c1OC	-8.7	1.0	-5.8	-0.1
CCOC(=O)C1=C(C)N=c2s/c(=C\c3cccn3-c3cccc([N+](=O)[O-])c3)c(=O)n2C1c1ccc(OC)c(OC)c1 (centres undefined)	-2.0	0.9	4.5	0.1
COCCn1c(=O)c2c(nc3n(-c4ccc(F)cc4)c(-c4ccccc4)cn23)n(C)c1=O	4.6	-2.2	-10.3	0.1
COc1ccc(Cl)cc1C(=O)Nc1nnc(CC(C)C)s1	2.2	-1.2	-3.2	-0.1
CC(=O)OC(COc1ccc(F)cc1)Cn1cnc2ccccc21 (centres undefined)	3.0	0.3	-2.0	0.0
Cc1no[n+]([O-])c1COc1ccc(/C=C2\SC(=S)NC2=O)cc1	24.4	-0.7	20.5	0.1
COc1ccc(-c2noc(-c3cc4cc(Br)ccc4oc3=O)n2)cc1	2.8	1.9	4.0	-0.1
COC(=O)c1cc([N+](=O)[O-])c2ccccc2c1O	7.7	1.3	8.8	0.0
CCOc1ccc(-n2c(SCC(=O)N3CCCCC3)nc3c(c2=O)SCC3)cc1	-1.7	-1.5	-4.1	0.2
Cc1cc(Nc2ccc(Oc3ccccc3)cc2)nc(Nc2ccccn2)n1	-11.5	5.9*	-14.9	-0.2
CCC(Sc1nc2ccccc2c2nc(-c3cccc([N+](=O)[O-])c3)nn12)C(=O)NCc1cccnc1 (centres undefined)	2.6	0.5	6.9	0.0
CC(Cc1ccco1)NC(=O)NCc1cccs1 (centres undefined)	6.9	1.3	-2.3	0.6
CC(=O)C/C(C)=N/NC(=O)C(C)Oc1ccc(Cl)cc1C (centres undefined)	3.2	-0.3	17.4	0.2
O=C(CSc1ncnc2c1cnn2-c1ccc(Cl)cc1)NCc1ccco1	-3.8	0.0	-33.7	-0.1
c1cncc(-c2cnn3c(NC4CCCNC4)ccnc23)c1 (centres undefined)	13.9	-0.4	-59.8	0.4
COc1ccc(C2CC(=O)C3=C(C2)NC(C)=C(C(=O)OCC(C)C)C3c2ccc(O)c(OC)c2)cc1 (centres undefined)	4.0	1.0	9.0	-0.2
CCOC(=O)C(CC(C)C)NC(=O)/C(=C\c1ccc(F)cc1)NC(=O)c1ccccc1 (centres undefined)	2.1	1.3	1.0	0.0
Cc1nn(-c2ccccc2)c2sc(C(=O)OC3CCOC3=O)cc12 (centres undefined)	-4.2	0.6	5.7	0.0
COc1cccc(-c2cc(C(=O)N3CCN(Cc4ccc5c(c4)OCO5)CC3)on2)c1	0.6	1.9	4.2	-0.3
CN(CC(=O)N1CCN(c2ccccn2)CC1)C(=O)c1c[nH]c2ccccc12	11.9	0.3	26.4	0.2
COc1ccc(-c2nc3cc(NC(=O)c4ccc([N+](=O)[O-])cc4Cl)ccc3o2)cc1OC	9.1	0.3	5.0	0.7
COc1ccc(-c2nnc(NC(=O)c3ccc(C(C)(C)C)cc3)o2)cc1	5.4	4.0	10.1	0.0
COc1ccccc1CNC(=O)CN1C(=O)CC(C)(C)S(=O)(=O)c2ccccc21	3.5	0.2	-5.6	0.0
COc1ccc2nc(Cl)c(CN3CCOc4ccc(-c5ccncc5)cc43)cc2c1	7.5	0.9	2.3	0.0
Oc1ccc(-c2nc3ccc(Br)cn3c2NCC2CCCO2)c(O)c1 (centres undefined)	10.0	-0.1	-5.1	-0.2
O=C(O)c1ccccc1S(=O)(=O)c1ccccc1[N+](=O)[O-]	6.2	0.6	2.5	0.2
COCCn1nnnc1C(c1ccc(OC)cc1)N1CCN(c2cccc(C)c2C)CC1 (centres undefined)	1.8	1.6	-3.9	-0.1
Cc1ccccc1COc1cn(CC(=O)Nc2ccc(F)cc2F)c(CO)cc1=O	10.3	-0.5	15.4	0.1
Cc1cc(NC(=O)Nc2ccc([N+](=O)[O-])cc2)ccc1Br	25.1	3.2	25.9	0.7
CC(=O)NCc1nc2ccccc2n1Cc1c(F)cccc1Cl	13.4	-1.8	1.4	0.0
COc1ccc(-n2nnc(C(=O)Nc3ccccc3SC)c2C)cc1	9.7	0.8	-33.7	0.3
Cc1cc(NC(=O)c2ccc(Cc3ccccc3)cc2)on1	1.9	0.0	-43.0	-0.1

Further compounds:
SMILES	MITF primary	GPR151 ag	TEAD-YAP block	FBW7 activator
CC(=O)N1C(=O)C2(Nc3ccccc3N2)c2ccccc21	10.3	-1.0	9.2	0.0
CCN(CCCNC(=O)CCCn1c(=O)[nH]c2ccccc2c1=O)c1cccc(C)c1	11.4	0.2	0.5	-0.1
CCOC(=O)c1oc2ccccc2c1NC(=O)c1ccccc1F	-6.0	1.4	-5.3	0.1
Cc1cc(NC(=O)/C=C\c2ccc3c(c2)OCO3)nc2c1c(=O)oc1ccccc12	-2.6	-1.2	3.4	0.3
Cc1ccc2nc(C(F)(F)F)c(C(=O)N3CCSC3(C)C)n2c1	-18.1	-0.1	-3.5	0.1
COC(=O)C1=C(c2ccccc2)Nc2ncnn2C1c1ccccc1C(F)(F)F (centres undefined)	20.7	-0.2	-1.9	0.0
Cn1c(=O)oc2cc(S(=O)(=O)NCCN3CCN(Cc4ccccc4)CC3)ccc21	20.5	0.3	10.3	0.0
CC(=O)[C@H]1[C@H](c2ccc(Cl)cc2)C(C#N)(C#N)[C@@H]2c3ccccc3C=CN21	-4.8	1.5	-0.8	0.0
Cc1ccc(CNC(=O)Cc2noc3ccc(C)cc23)cc1	-1.8	-2.4	9.6	0.6
Cc1ccc(-n2c3c(cc(C(=O)Nc4cccc(C)n4)c2=O)C(=O)CC(C)(C)C3)cc1	-3.3	1.1	-5.0	-0.2
COc1ccc(-c2nc(CS(=O)(=O)CC(=O)NCc3cccc(F)c3)c(C)o2)cc1	5.2	0.5	4.5	-0.1
Cn1c(SCc2ccncc2)nnc1C1CCN(Cc2cccs2)CC1	-3.0	0.3	5.9	-0.2
O=C(Nc1ccc2c(c1)oc1ccccc12)c1ccc(-c2cc(Cl)ccc2Cl)o1	-5.6	0.3	-0.6	-0.1
Cc1ccc(NC(=O)C(C)NC(=O)CC23CC4CC(CC(C4)C2)C3)cc1 (centres undefined)	-1.3	0.9	-1.8	-0.1
Cc1ccc(NC(=O)Nc2cccc(Cl)c2)c([N+](=O)[O-])c1	15.1	-0.7	-21.8	-0.2
Cc1cccc(OCC(=O)NCCNC(=O)COc2cccc(C)c2)c1	9.7	0.6	6.2	0.0
CCOc1ccc(-n2c(-c3ccccc3)cn3c4c(=O)[nH]c(=O)n(C)c4nc23)cc1	-7.5	-0.5	-0.2	-0.1
CCOC(=O)C1=C(C)N=c2s/c(=C\c3cc(Cl)c(OC)c(OC)c3)c(=O)n2C1c1ccc(OCC)cc1 (centres undefined)	50.8*	-0.3	-2.3	-0.1
Cn1ccnc1C1(O)CC2CCC(C1)N2C(=O)NC1CCCCC1 (centres undefined)	1.3	-0.1	-11.9	0.0
C/C(=N\NC(=O)C(=O)N/N=C(\C)c1ccc(C)cc1)c1ccc(C)cc1	8.6	-0.5	-2.3	0.0
CCOc1ccc2c(C)c(C)c(=O)oc2c1C	-18.8	0.5	-11.9	0.0
CN(Cc1ccccc1)C(C(=O)Nc1ccc2c(c1)OCO2)c1ccccc1 (centres undefined)	-4.4	1.1	-13.1	-0.1
Nc1cccc2c1C(=O)N(C(=O)c1cn(-c3ccccc3)nc1-c1ccccc1)C2=O	6.3	-0.4	-8.7	-0.1
COc1ccc2c(c1)sc(=NC(=O)c1ccc([N+](=O)[O-])s1)n2C	2.6	-0.8	4.5	0.1
